Bioassay records (PubChem)
Abeta rescue: qHTS for compounds that reverse cellular toxicity of Amyloid beta (A-beta) peptide in yeast: Primary Screen; yeast expressing A-beta42, growth rescue, OD600, 48 h; response scale: 0% DMSO, 100% iron-clioquinol control; Potency, µM (top dose mostly 46.1 µM), inactives show at the highest dose growth rescue, actives largely listed as activators; hit rate 0.063% among 410,000; AID 1347071, 2019; further: potency means the concentration at half of the fitted maximal effect; nearly all actives have a fitted effect of over 55% in size
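Yeast growth medium received pinned compounds, then yeast cells expressing toxic A-beta were added; plates incubated at 30 C for 48 hr. Growth read as absorbance at 600 nm, normalized to DMSO and equimolar FeCl3 plus clioquinol controls.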
aSyn yeast inh: qHTS of alpha-syn Inhibitors; Yeast expressing alpha-synuclein, growth rescue, BacTiter-Glo, 24 h; AID 652106, 2013; Potency, µM (top dose mostly 46.1 µM), for inactives: at the top dose growth rescue (activation), actives largely listed as activators; hit rate 0.14% among 370,000; further: potency means the concentration at half of the fitted maximal effect; % of control where 0% means no effect; nearly all actives have a fitted effect of over 65% in size
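Rescue of yeast growth: cells expressing toxic alpha-synuclein, induced in galactose at OD600 0.02, incubated with compound 24 h at 30 C. ATP luminescence quantified growth; inhibitors of toxicity appear as activators.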
D3 antag: qHTS of D3 Dopamine Receptor Antagonist: qHTS; D(3) dopamine receptor (Homo sapiens), P35462; D3R cells, DiscoveRx beta-arrestin luminescence, antagonist mode; active compounds read low; max response, negative = inhibition, %; hit rate 2.5% among 360,000; in the data active means max response below about -50%; inconclusive means no clear call, values can overlap the other calls; further: on the % scale 0 is the no-effect control and ±100 the full control effect; mostly tested at two doses, the higher about 12 µM
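Cells expressing the human receptor were seeded at 1500 cells/well, incubated overnight at 37 degrees C in 5% CO2, then exposed to library compounds with dopamine controls for 90 minutes at 37 degrees C before luminescent detection.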
GLP-1R inv ag: qHTS of GLP-1 Receptor Inverse Agonists (Inhibition Mode). Glucagon-like peptide 1 receptor (Homo sapiens), P43220. HEK293 GLP-1R CRE-luciferase, luminescence, 24 h; GLP-1R form is constitutively active. Potency, µM (series often up to 38.3 µM), inactives show at the highest dose activity change, negative = inhibition, actives largely listed as inhibitors. hit rate 1.6% among 410,000. AID 624417, 2012; further: potency means the concentration at half of the fitted maximal effect; on the % scale 0 is the no-effect control and ±100 the full control effect; nearly all actives have a fitted effect of over 55% in size
Target sequence (P43220 whole entry, looked up): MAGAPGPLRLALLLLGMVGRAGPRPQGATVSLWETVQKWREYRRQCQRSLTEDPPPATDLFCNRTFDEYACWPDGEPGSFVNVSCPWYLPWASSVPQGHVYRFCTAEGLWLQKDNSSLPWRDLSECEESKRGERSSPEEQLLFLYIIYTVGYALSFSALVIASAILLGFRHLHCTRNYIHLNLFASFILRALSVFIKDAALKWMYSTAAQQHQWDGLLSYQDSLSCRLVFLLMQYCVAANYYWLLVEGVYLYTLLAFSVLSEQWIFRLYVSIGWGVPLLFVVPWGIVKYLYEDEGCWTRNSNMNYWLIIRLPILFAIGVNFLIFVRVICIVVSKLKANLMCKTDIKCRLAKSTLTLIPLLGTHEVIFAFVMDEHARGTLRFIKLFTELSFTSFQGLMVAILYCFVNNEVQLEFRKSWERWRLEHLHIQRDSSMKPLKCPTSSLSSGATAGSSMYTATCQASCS
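GLP-1R inverse agonism mode: basal reporter luminescence in engineered HEK293 cells measured after one day of compound exposure at 37 deg C, with a 12 min room-temperature detection step.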
TDP43 rescue: qHTS of TDP-43 Inhibitors; TDP-43 expressing yeast growth rescue, BacTiter-Glo, 24 h; Potency, µM (series often up to 46.1 µM), without a hit: at the top dose growth rescue (activation), most hits filed as activators; hit rate 1.8% among 410,000; AID 652104, 2013; further: potency means the concentration at half of the fitted maximal effect; % of control where 0% means no effect; nearly all actives have a fitted effect of over 50% in size
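Yeast expressing TDP-43 (pregrown in raffinose, seeded at OD600=0.02 in galactose medium) exposed to compounds 24 hr at 30 deg C. Growth read by BacTiter-Glo luminescence; rescue of toxicity appears as increased signal.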
PTHR1 ag: qHTS for PTHR1 Agonists: Primary Screen. hit rate 0.075% among 410,000. Parathyroid hormone/parathyroid hormone-related peptide receptor (Homo sapiens), Q03431. HEK293 GP2 PTHR1 cells, GloSensor cAMP luminescence, 1 h. Potency, µM (highest dose often 115 µM), for the others: at the top dose activation, actives largely listed as activators; further: potency means the concentration at half of the fitted maximal effect; nearly all actives have a fitted effect of over 55% in size; some results filed as inactive show a strong effect at the top dose; inactives centre near -15; many of its hits are not listed in these tables
Target sequence (Q03431 whole entry, looked up): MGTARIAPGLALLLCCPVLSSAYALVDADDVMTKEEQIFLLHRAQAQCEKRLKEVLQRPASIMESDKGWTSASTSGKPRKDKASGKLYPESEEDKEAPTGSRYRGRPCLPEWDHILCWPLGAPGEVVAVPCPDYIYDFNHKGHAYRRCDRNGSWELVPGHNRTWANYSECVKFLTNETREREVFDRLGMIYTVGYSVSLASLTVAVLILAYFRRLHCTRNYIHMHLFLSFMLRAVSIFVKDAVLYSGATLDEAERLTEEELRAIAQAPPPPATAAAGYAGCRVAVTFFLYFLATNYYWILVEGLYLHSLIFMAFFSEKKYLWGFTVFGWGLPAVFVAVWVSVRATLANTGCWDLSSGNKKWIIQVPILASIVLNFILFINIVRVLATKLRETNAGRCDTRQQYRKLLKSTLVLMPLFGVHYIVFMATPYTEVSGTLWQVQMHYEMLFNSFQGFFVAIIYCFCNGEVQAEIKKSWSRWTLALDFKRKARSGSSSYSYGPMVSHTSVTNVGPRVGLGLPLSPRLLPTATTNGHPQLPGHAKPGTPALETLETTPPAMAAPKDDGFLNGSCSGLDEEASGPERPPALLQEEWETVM
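HEK-293-derived GP2 cells expressing PTHR1 and a GloSensor cAMP reporter, 3,000/well, plated overnight, given luciferin plus IBMX (each 0.5 mM as added) for 1 h at 37 °C, then compound for 1 h at 37 °C. Luminescence was read after 15 min at room temperature.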
GLP1R ag: qHTS of GLP-1 Receptor Agonists | Glucagon-like peptide 1 receptor (Homo sapiens), P43220 | HEK293 GLP-1R CRE-luciferase, luminescence, 4-6 h; cells express a hypersensitive GLP-1R form | Potency, µM (doses to about 45.6 µM), for inactives: top-dose activation, usual class: activators | hit rate 0.007% among 380,000; further: potency means the concentration at half of the fitted maximal effect; % of control where 0% means no effect
Akt phos inh: HTS Assay for Inhibitors of Akt Phophorylation: Primary Screen; Neuro2A IGF-stimulated pAkt S473 HTRF, 20 min; active compounds read low; activity change, % for hits at 50 µM; hit rate 0.32% among 360,000; in the data active means activity change below about -80%; inconclusive means mostly about -51% to -80%; further: on the % scale 0 is the no-effect control and ±100 the full control effect
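Neuro2A cells in DMEM with 0.5% FBS, overnight at 37 deg C, given compound at single 50 µM final, then IGF (6 nM final) for 20 min at 37 deg C. Lysed; phospho-Akt Ser473 by HTRF after 24 h, 665/615 ratio.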
FUS suppressor: qHTS for Suppressors of FUS Proteinopathy: Primary screen using FUS-linked yeast assay; S. cerevisiae FUS-expressing, growth rescue, OD600, 24 h; Potency, µM (highest dose often 76.6 µM), inactives show top-dose growth rescue (activation), usual class: activators; hit rate 0.24% among 390,000; AID 1347120, 2019;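 further: potency means the concentration at half of the fitted maximal effect; plate controls were DMSO vehicle for no effect and reference control for full effect; nearly all actives have a fitted effect of over 55% in size; some results filed as inactive show a strong effect at the top dose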
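Compound concentration series was pinned onto galactose-induced FUS-expressing yeast seeded at OD 0.005. Plates sat 24hr at 30C; absorbance at 600 nm gave growth. DMSO served as background control.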
The depositor's hits bear a star; i = inactive; ? = inconclusive; nt = no result given; & = joins results of further samples; [ ] = dose if it differs, or a comment. Unless noted, the call rests on the fitted dose curve; in most records, active means well fitted curve in the direction sought with a large enough effect; inconclusive means small, poorly fitted or top-dose-only effect, or another doubt; inactive means no such curve, though single readings can be large; an effect the other way counts as inactive or inconclusive. Only part of the results is shown; the hit share may differ from the screen's.

mol | Abeta rescue | aSyn yeast inh | D3 antag | GLP-1R inv ag | TDP43 rescue | PTHR1 ag | GLP1R ag | Akt phos inh | FUS suppressor
CCN(Cc1ccncc1)C(=O)c1ccccc1NS(=O)(=O)c1ccc(F)cc1 | 11% | -6% | 0 | -13% | -12% | i | 10% | i | 21%
O=C(NCCN1CCOCC1)c1cccc(S(=O)(=O)Nc2ccc(Br)cc2)c1 | 7% | 6% | 19 | -17% | 9% | i | -1% | i | -18%
Cc1cc(S(=O)(=O)NCC(=O)O)ccc1F | 11% | -3% | 15 | 19% | 2% | i | -8% | i | -8%
CC(=O)Nc1cccc(-c2nnc3n2CC(C)S3)c1 (configuration not stated) | -1% | 1% | 31 | 45%[activator] | -14% | i | -4% | i | -3%
COCCN(CCOC)S(=O)(=O)c1ccc(Cl)nc1 | 4% | 0% | 5 | 5% | -1% | i | -3% | i | -1%
COc1ccccc1N(CC(=O)Nc1ccc(F)c(F)c1)S(C)(=O)=O | 14% | -6% | 5 | ? | 7% | -2% | -7% | i | 9%
O=C(CN1CCN(S(=O)(=O)c2ccc(F)cc2)CC1)NC1CCCC1 | -4% | 9% | 1 | -1% | 11% | i | -1% | i | 4%
COc1cccc(NC(=O)C2CCC2)c1 | -5% | 3% | 0 | 7% | -8% | -9% | -5% | i | -18%
COCCNC(=O)c1ccccc1-c1ccccc1C(=O)O | 4% | -2% | -9 | 14% | -8% | i | 11% | i | -16%
Cc1nnc(SCC(=O)Nc2nc3ccccc3s2)n(N)c1=O | -4% | 0% | -15 | 11% | 0% | i | -1% | i | nt
O=C1CCC(=O)N1CC(=O)N(c1ccccc1)c1ccccc1 | 3% | -2% | 11 | -9% | 8% | -2% | 5% | i | -7%
CCc1ccc(NC(=O)C(NS(=O)(=O)c2cccs2)C(C)C)cc1 (configuration not stated) | -13% | nt | nt | -19% | 9% | -4% | -1% | nt | -2%
Cc1ccc(OCC(=O)N/N=C\c2c(C)n(C)c3ccccc23)c([N+](=O)[O-])c1 | 16% | 20% | -25 | -26% | 0% | -25% | 7% | i | ?
COc1ccc(CN2C(=O)c3cccnc3C2O)cc1 (configuration not stated) | -19% | -4% | 3 | 18% | -6% | -1% | 3% | i | 41%
CCN(CC)S(=O)(=O)c1ccc2[nH]c(=O)cc(C(=O)NCC(c3ccco3)N3CCCC3)c2c1 (configuration not stated) | -10% | -2% | -4 | 9% | 13% | i | -8% | i | 4%
CC1CN(C(=O)NCc2ccccc2)c2cc(Cl)ccc2O1 (configuration not stated) | 21%&-13% | -1% | 3 | ? | ? | -23%&-22% | 7% | i | -14%&2%
O=C(O)CN1C(=O)/C(=C\c2cc([N+](=O)[O-])ccc2OCc2ccccc2Cl)SC1=S | -2% | 2% | -8 | -19% | -20% | i | 4% | i | 37%
O=C1Nc2ccccc2/C1=N\N1CCOCC1 | -6% | -4% | -19 | 11% | -22%[1.82 µM] | 23% | 5% | i | 1%
CCC(C)NC(=O)CCS(=O)(=O)c1ccc(Br)s1 (configuration not stated) | 5% | 4% | 13 | 0% | 16% | -22% | -9% | i | nt
Cc1cccc(N2CCN(Cc3nnc(-c4cccc(Br)c4)o3)CC2)c1C | 6% | nt | nt | -6% | 17% | i | nt | nt | -8%
O=C(N/N=C/c1ccccc1OC(=O)c1ccc2c(c1)OCO2)c1cccc(F)c1 | -11% | -6% | -13 | 10µM* | -11% | i | 0% | i | 18%
COc1cc2c(cc1OC)C(c1ccccc1OC(C)C)CC(=O)N2 (configuration not stated) | -3% | 5% | 30 | -10% | -5%[1.82 µM] | -22% | 5% | i | 3%
COc1cccc(N2C(=O)C(Cc3c[nH]c4ccccc34)NC2=S)c1 (configuration not stated) | 0% | -6% | 2 | -14% | 24% | -23% | 0% | i | nt
Cc1cc(OCC(=O)N(Cc2ccco2)C2CCS(=O)(=O)C2)cc(C)c1Cl (configuration not stated) | 11% | 8% | 4 | ? | 17% | -2% | 4% | i | 12%
N#CC(C(N)=O)=C1CCC2(CC1)OCCCCO2 | 12%[9.22 µM] | 7% | -7 | 3% | 23% | i | 1% | i | -40%
CCCCn1c(N)c(N(CC(C)C)C(=O)c2ccc(C)o2)c(=O)[nH]c1=O | -4% | -5% | 3 | 16% | 17% | i | 5% | i | -4%
CC(C(=O)N1CCCc2ccccc21)N1CCN(c2ccccn2)CC1 (configuration not stated) | -12% | 6% | -16 | ? | 1% | i | 6% | i | -26%
NC(=O)c1oc2ccccc2c1NC(=O)c1ccc(F)cc1 | -26% | -6% | -8 | -20% | ? | -5% | -7% | i | -19%
COC(=O)CN1C(=O)COc2ccc(S(=O)(=O)N3CCCC3)cc21 | -18% | 26% | -7 | -15% | 12% | ? | -5% | i | 18%
CC(NC(=O)CN1C(=O)NC2(CCCCCC2)C1=O)c1ccccc1Cl (configuration not stated) | 11% | 0%[1.84 µM] | -5 | -18% | 12% | -9% | -1% | i | 8%
CC(C(=O)N=Nc1c(O)[nH]c2ccccc12)n1cnc2ccccc2c1=O (configuration not stated) | -18% | 1% | -25 | 2% | -9% | i | 10% | i | nt
COc1cccc(CN2CCC2(C)C(=O)Nc2ccc(Cl)c(Cl)c2)c1F (configuration not stated) | 4% | 0% | 89 | ? | ? | -12% | 6% | i | 12%
CC(C)CNC(=S)Nc1ccccc1F | 36% | 12% | 3 | -5% | -17% | -4% | 0% | i | nt
S=C(c1ccc(-c2ccc(Br)cc2)o1)N1CCCCC1 | ? | -6% | -16 | -14% | 18% | -1% | 16% | i | 4%
COc1ccc(-c2nc(NC(=O)c3nc4nccc(C)n4n3)sc2C)cc1 | 6% | 5% | 10 | 1% | 13% | -30% | -2% | i | 17%
COc1ccc(CN(C)C(=O)c2cc(-c3ccc(OC)c(OC)c3)nc3ccccc23)c(OC)c1 | -39%[inhibitor] | -13% | 41 | ? | 0% | i | 20% | i | 62%
O=C(N/N=C/c1ccc(O)c(O)c1)NC12CC3CC(CC(C3)C1)C2 | -5% | ? | -9 | 57%[activator] | -12% | -17% | 13% | i | 31%
CCc1nnc(NC(=O)CSc2nnnn2C)s1 | -19% | -8% | 33 | 0% | -12% | 15%[57.5 µM] | -1% | i | 17%
N/C(=N\OC(=O)COc1ccc(Cl)cc1Cl)c1cccnc1 | 15% | -2% | -8 | 12% | 0% | i | 3% | i | nt
COc1ccc(C(=O)c2ccc(Cl)cc2)c2ccccc12 | 0% | -3% | -23 | 10µM* | -1% | i | 0% | i | -30%
CC(OC(=O)CN1C(=O)NC(C)(C)C1=O)C(=O)c1ccccc1 (configuration not stated) | 3% | 1% | -11 | 11% | -1% | -8%[57.5 µM] | -2% | i | 3%
O=C(CN1C(=O)C(c2ccccc2)Oc2cccnc21)NCc1ccccc1F (configuration not stated) | -3% | 10% | -8 | ? | ? | -15% | -2% | i | 20%
Cc1c(OC(C)C(=O)O)ccc2c(-c3ccccc3)cc(=O)oc12 (configuration not stated) | 8% | -12% | -6 | 8% | 24% | i | -3% | i | -27%
Cc1nn(-c2ccccc2)c(NC(=O)c2cccs2)c(-c2ccccc2)c1=O | -6% | -5% | 10 | 16% | -13% | i | 3% | i | 36%
COC(=O)CSc1nnc(CNS(=O)(=O)c2ccc(Br)cc2)n1C | -7% | -5% | -10 | 20% | -7% | i | -1% | i | 0%
CCOC(=O)c1[nH]c(C)c(CCC(=O)Nc2ccccc2C(=O)OC)c1C | -4% | nt | nt | -21% | 0%[9.22 µM] | i | nt | nt | -23%
Cc1oc(C(=O)O)cc1COc1ccc2c(C)cc(=O)oc2c1 | 14% | -8% | -20 | 0% | -11% | i | 0% | i | 20%
COc1ccc(-c2ncc(CN3CCC(CO)(Cc4cccc(OC)c4)CC3)cn2)cc1 | 0% | -5% | -18 | ? | -8% | -39% | 6% | i | 13%
COc1ccc(CNC(=O)c2ccc3c(c2)N(Cc2c(F)cccc2Cl)C(=O)CS3)cc1 | -9% | nt | nt | ? | -5% | -11% | -3% | nt | 34%
O=C(c1ccccc1)n1nc(-c2ccccc2)nc1NCc1ccc(F)cc1 | -11% | 9% | nt | ? | 13% | i | 12% | nt | -10%
CC1(C)CC(=O)C(C=NCC2CCNCC2)=C(O)C1 | 0% | 0% | 0 | -2% | 3% | -7% | 11% | i | 15%
CC(C)n1nnnc1C1c2ccccc2C(=O)N1CCc1ccc(O)cc1 (configuration not stated) | -2% | -1% | 11 | 22% | 0% | -14% | 8% | i | -5%
CCN(Cc1nc2ccccc2c(=O)[nH]1)C(=O)CN1C(=O)NC2(CCCCC2C)C1=O (configuration not stated) | 5% | 8% | 12 | 7% | 13% | -4% | 1% | i | -18%
O=C(NC(c1ccccc1)c1ccsc1)C1CCN(Cc2ccc(Oc3ccccc3)cc2)CC1 (configuration not stated) | -12% | -22% | -100* | ? | 9% | -9% | 21% | i | 22%
O=[N+]([O-])c1ccc(N2CCSCC2)cc1O | 9% | 9% | -7 | -2% | 16% | i | 5% | i | -26%
CC(C)(C)c1ccc(C(=O)N2CCCCCC2=O)cc1 | -15% | -2% | 7 | ? | 17% | i | 2% | i | 6%
CCOC(=O)N1CCN(c2ccc(Cl)c(Cl)c2)CC1 | -40%[inhibitor] | -1% | 27 | -1% | 3% | i | 9% | i | 33%
